Screening data from PubChem.
ARNT TACC3 PPI: ARNT/TACC3 interaction disruption; inhibition, % at 9.99 µM; Q9Y6A5; hit rate 0.66% among 390,000; AID 623870; AlphaScreen His-ARNT PAS-B/GST-TACC3 binding, luminescence; TACC3 fragment carries E629A point mutation;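 active = mean inhibition of replicates at least 50% and at least half of replicates each reaching 50%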;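 also: 0% = complete ARNT plus TACC3 wells and 100% = ARNT alone without TACC3; many hits fall short of the cut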
PAX8 inh HTS: PAX8 transcriptional activity inhibition. RMG-I TPO-luciferase reporter, SteadyGlo, 24 h. inhibition, % at 12.6 µM. hit rate 1.2% among 360,000;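 active = mean replicate inhibition at least 60% with every replicate also reaching 60%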;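 also: luciferase light reporting Pax8 driven TPO promoter activity; plate controls were median of neutral control wells for no effect and mitoxantrone controls for full effect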
PglD DTNB: blocks C. jejuni PglD acetyltransferase activity | purified PglD enzyme, DTNB colorimetric CoA detection | inhibition, % at 12.5 µM | hit rate 0.098% among 360,000 | AID 602405; in the data active = inhibition above about 16%, passing the limit was not always enough; also: strong numbers were not always called active
PGC1a acetyl inh: lowers PGC1a acetylation signal in U2OS cells; AlphaScreen anti-acetyl-lysine; with virally co-expressed GCN5 acetyltransferase; inhibition, % at 15.6 µM; hit rate 0.17% among 350,000; AID 651687;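 active = every replicate shows inhibition of at least 40%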;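 also: 0% = neutral control wells and 100% = positive control wells; some results beyond the cut were filed as inactive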
GSIS activator: GLuc luminescence reporter in INS-1E cells, primary screen for activators of glucose-dependent secretion of insulin; INS-1E GLuc reporter insulin secretion, 2-3 h; activation, % at 16.6 µM; hit rate 0.61% among 370,000; AID 743287;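 active = lowest replicate activation of at least 40%, so every replicate reaches that level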;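 also: 0% = median of neutral control wells and 100% = median of IBMX positive control wells; some compounds called inactive have numbers as strong as hits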
LGR2 inh: inhibitors of bursicon-induced Drosophila LGR2 receptor cAMP signaling | HEK293 LGR2, CRE-luciferase, bursicon-stimulated, 4 h | inhibition, % at 9.99 µM | hit rate 0.35% among 380,000 | AID 720647;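 active = drop in luminescence signal, shown as inhibition above about 50% in the replicate tests, limit read from the data, passing the limit was not always enough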;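 also: agonist challenge used bursicon conditioned medium at about half maximal strength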
C2C12 statin: suppressors of simvastatin-induced myotoxicity in C2C12 myotubes | ATP luminescence, 48 h; scaled: DMSO 0, geranylgeraniol control 100 | hit rate 0.78% among 330,000 | rescue of ATP level, % at 7.49 µM;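 active = mean ATP rescue above about 67%, or every replicate alone reaching that limit, limit read from the data, passing the limit was not always enough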;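 also: myotubes were challenged with 10 µM simvastatin during compound exposure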
Cneo AK release: causes C. neoformans cell lysis; adenylate kinase release luminescence, 4 h; normalised: neutral wells 0, clomiphene wells 100; hit rate 0.2% among 360,000; lysis activity, % at 15 µM; AID 651654;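 active = mean lysis activity across replicates of at least 80%, whatever share of replicates individually reach that level; inactive = mean lysis activity below 80%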
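Test system: log-phase Cryptococcus neoformans yeast cells; Quantity: yeast cell density of 5 × 10^6 cells/mL; Buffer or medium: YPD; Doses: single compound concentration per well; Timing: 4 h at 37 °C static, read 1 h later; Measured by: AK luminescence; Read-out basis: lysis from increased AK signal; Control set: Clomiphene as positive control.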
An asterisk follows results filed as active.

`C[C@@H]1CN([C@@H](C)CO)C(=O)c2cccc(NC(=O)C3CCCCC3)c2O[C@@H]1CN(C)S(=O)(=O)c1ccc(Cl)cc1` gave ARNT TACC3 PPI -8, PAX8 inh HTS 19, PglD DTNB 6, PGC1a acetyl inh -8, GSIS activator -8, LGR2 inh -8, C2C12 statin -11 and Cneo AK release 7.
O=S(=O)(Cc1cc(NCc2ccccc2)nc(-c2ccccn2)n1)c1ccccc1 was read as ARNT TACC3 PPI 35, PAX8 inh HTS 20, GSIS activator 13 and LGR2 inh -1.
For Cc1onc(-c2ccccc2Cl)c1C(=O)NCc1nc(-c2ccc(C(F)(F)F)cc2)no1 the results were ARNT TACC3 PPI -1, PAX8 inh HTS 9, PGC1a acetyl inh 3, GSIS activator 2 and LGR2 inh 18.
For CC(C)NC(=O)N(C)C[C@H]1Oc2ncc(C3=CCCCC3)cc2C(=O)N([C@H](C)CO)C[C@@H]1C the results were ARNT TACC3 PPI -15, PAX8 inh HTS -10, PglD DTNB 2, PGC1a acetyl inh -17, GSIS activator -16, LGR2 inh 0, C2C12 statin -15 and Cneo AK release 14.
`COc1ccc(CCNC(=O)c2csc3c2CCCC3)cc1OC` gave ARNT TACC3 PPI 9, PAX8 inh HTS -1, PglD DTNB 9, PGC1a acetyl inh 1, GSIS activator 23, LGR2 inh 4, C2C12 statin 5 and Cneo AK release -2.
O=C(Nc1ccccc1)N1CCN(Cc2ccc3c(c2)OCO3)CC1 was read as PAX8 inh HTS -6, PglD DTNB 2, PGC1a acetyl inh 0, GSIS activator 8, LGR2 inh 1, C2C12 statin 11 and Cneo AK release 0.
Screening Cc1ccc(C(=O)NCC(=O)OCc2nnc(-c3ccc([N+](=O)[O-])cc3)o2)cc1 returned PAX8 inh HTS 11, PglD DTNB -2, GSIS activator -22, LGR2 inh -6, C2C12 statin 10 and Cneo AK release 0.
CCOC(=O)C1CCCN(c2ncnc3c2oc2ccccc23)C1 (stereo not drawn) was read as ARNT TACC3 PPI -2, PglD DTNB -1, PGC1a acetyl inh -3, C2C12 statin 20 and Cneo AK release 0.
Screening CCOC(=O)c1ccc(NC(=O)CSc2nnnn2CCCO)cc1 returned ARNT TACC3 PPI -6, PAX8 inh HTS 4, PglD DTNB 1, C2C12 statin 0 and Cneo AK release -1.
For O=C(CN(C(=O)CCC(=O)Nc1nccs1)c1cccc(F)c1)NCc1ccc2c(c1)OCO2 the results were ARNT TACC3 PPI 8, PAX8 inh HTS 26, PglD DTNB 0, GSIS activator 8, LGR2 inh -5, C2C12 statin -10 and Cneo AK release 1.
S=c1[nH]nc(-c2ccco2)n1/N=C/c1cccc(Cl)c1 was read as ARNT TACC3 PPI -12, PAX8 inh HTS 10, PGC1a acetyl inh 1, GSIS activator 11 and LGR2 inh -30.
For O=C(Cc1cccs1)Nc1cccc(-c2nnc(-c3ccco3)o2)c1 the results were ARNT TACC3 PPI 2, PAX8 inh HTS -20, PglD DTNB 6, PGC1a acetyl inh -11, GSIS activator -5, LGR2 inh -35, C2C12 statin -1 and Cneo AK release 0.
`COc1ccc(C)cc1NC(=O)NCc1ccccn1` gave ARNT TACC3 PPI -3, PAX8 inh HTS 12, PglD DTNB -6, PGC1a acetyl inh -5, GSIS activator -2, LGR2 inh 2, C2C12 statin -4 and Cneo AK release 3.
For C[C@@H]1CN([C@H](C)CO)C(=O)c2cc(NS(=O)(=O)c3ccc(Cl)cc3)ccc2O[C@H]1CN(C)Cc1ccncc1 the results were ARNT TACC3 PPI -1, PAX8 inh HTS 13, PglD DTNB 1, PGC1a acetyl inh 7, GSIS activator -20, LGR2 inh 2, C2C12 statin 20 and Cneo AK release 0.
CC(OC(=O)/C=C/c1ccc2ccccc2n1)C(=O)N(C)c1ccccc1 (stereo not drawn) was read as ARNT TACC3 PPI 12, PAX8 inh HTS -3, PglD DTNB 3, PGC1a acetyl inh 5, GSIS activator 4, LGR2 inh -6, C2C12 statin -31 and Cneo AK release 3.
Screening CC(C)CC#Cc1ccc2c(c1)O[C@H](CN(C)C(=O)Cc1ccncc1)[C@@H](C)CN([C@@H](C)CO)S2(=O)=O returned ARNT TACC3 PPI 10, PglD DTNB -2, PGC1a acetyl inh -1, GSIS activator -10, LGR2 inh -4, C2C12 statin -7 and Cneo AK release 2.
CCN(Cc1ccccc1)C(=O)C1CCN(Cc2ccc(OC)c(OC)c2OC)CC1 was read as ARNT TACC3 PPI -19, PglD DTNB 1, C2C12 statin 3 and Cneo AK release 0.
Screening COc1cccc(-n2cc(-c3ccc(F)cc3)[nH]c2=S)c1 returned ARNT TACC3 PPI 7, PAX8 inh HTS -109, PglD DTNB 7, GSIS activator 6, LGR2 inh -31, C2C12 statin 7 and Cneo AK release -4.
COc1ccc(OC)c(C2C(C#N)=C(N)Oc3c2c(C)nn3-c2cccc(Cl)c2)c1 (stereo not drawn) was read as ARNT TACC3 PPI 11, PGC1a acetyl inh 14, GSIS activator -11 and C2C12 statin -40.
`Nc1nonc1-c1nc2ccccc2n1CC(=O)N/N=C\c1ccc(-c2ccc(Cl)cc2)o1` gave ARNT TACC3 PPI -2, PglD DTNB -4, PGC1a acetyl inh 3, C2C12 statin 16 and Cneo AK release 0.
For c1ccn2cc(CSC3=NCCS3)nc2c1 the results were ARNT TACC3 PPI 6, PglD DTNB -2, GSIS activator 25, LGR2 inh -38, C2C12 statin -1 and Cneo AK release 16.
For O=C(CNC(=O)OCc1ccccc1)NC(Cc1cnc[nH]1)C(=O)O (stereo not drawn) the results were ARNT TACC3 PPI -4, PAX8 inh HTS 10, GSIS activator -7, LGR2 inh -25 and C2C12 statin 0.
For COc1ccc(S(=O)(=O)N[C@H]2CC[C@H](CCn3cc(-c4ccccc4F)nn3)O[C@H]2CO)cc1 the results were ARNT TACC3 PPI -7, PAX8 inh HTS -7, PglD DTNB -2, PGC1a acetyl inh -2, GSIS activator -3, LGR2 inh 4, C2C12 statin 11 and Cneo AK release 47.
For NC1=NC(c2ccccc2Cl)n2c(nc3ccccc32)N1 (stereo not drawn) the results were ARNT TACC3 PPI -4, PglD DTNB 5, PGC1a acetyl inh -2, C2C12 statin -4 and Cneo AK release 0.
`Nc1ccc(-c2nc3c(ccc4ccccc43)[nH]2)cc1` gave ARNT TACC3 PPI -8, PAX8 inh HTS -20, PglD DTNB -7, PGC1a acetyl inh -2, GSIS activator -10, LGR2 inh -57, C2C12 statin -30 and Cneo AK release -2.
For COc1ccc(NC(=O)Cn2nnc(C(=O)NCc3cccc(OC)c3)c2N)cc1 the results were ARNT TACC3 PPI -4, PglD DTNB 0, PGC1a acetyl inh 5, C2C12 statin 21 and Cneo AK release 2.
`CC(C)C(NC(=O)C(Cc1ccccc1)NC(=O)OCc1ccccc1)C(=O)O` (stereo not drawn) gave ARNT TACC3 PPI 7, PAX8 inh HTS 3, GSIS activator 6 and LGR2 inh -10.
COc1cccc(CCC(=O)O)c1OC was read as ARNT TACC3 PPI -6, PglD DTNB 0, PGC1a acetyl inh -5, C2C12 statin 5 and Cneo AK release 2.
C[C@H](CO)N1C[C@H](C)[C@H](CN(C)S(C)(=O)=O)Oc2ccc(NC(=O)C3CCCCC3)cc2C1=O was read as ARNT TACC3 PPI -21, PAX8 inh HTS 4, PglD DTNB 0, GSIS activator 15, LGR2 inh 14, C2C12 statin -23 and Cneo AK release 10.
`C[C@H]1CN([C@@H](C)CO)C(=O)c2cccc(NS(=O)(=O)c3cn(C)cn3)c2O[C@@H]1CN(C)C(=O)Nc1cccc2ccccc12` gave ARNT TACC3 PPI 5, PglD DTNB -14, PGC1a acetyl inh 2, GSIS activator 0, LGR2 inh -2, C2C12 statin -2 and Cneo AK release -2.
Screening O=C(NCc1ccc(F)cc1)C1CCCN(c2cnccn2)C1 (stereo not drawn) returned ARNT TACC3 PPI 4, PAX8 inh HTS 8, PglD DTNB -1, PGC1a acetyl inh -4, GSIS activator 14, LGR2 inh -1, C2C12 statin -7 and Cneo AK release -14.
Screening O=c1oc2ccccc2n1Cn1c(=O)oc2ccccc21 returned ARNT TACC3 PPI -5, PAX8 inh HTS -1, PglD DTNB -4, PGC1a acetyl inh -16, C2C12 statin -2 and Cneo AK release 3.
COc1ccc(C(=O)Oc2ccc(=O)n(-c3ccccc3)n2)cc1 was read as ARNT TACC3 PPI 23, PAX8 inh HTS -1, PglD DTNB -3 and Cneo AK release 1.
COc1cccc(-c2cnc3c(c2)C(=O)N([C@@H](C)CO)C[C@@H](C)[C@H](CN(C)Cc2ccccc2)O3)c1 was read as ARNT TACC3 PPI -1, PAX8 inh HTS 0, PglD DTNB 1, PGC1a acetyl inh -5, GSIS activator 0, LGR2 inh 20, C2C12 statin 15 and Cneo AK release 1.
For CCN(CC)S(=O)(=O)c1ccc(OC)c(-n2cnnn2)c1 the results were ARNT TACC3 PPI -23, PAX8 inh HTS -13, PglD DTNB 7, PGC1a acetyl inh -5, GSIS activator -2, LGR2 inh 10, C2C12 statin -3 and Cneo AK release 1.
For CCOCCCNC(=O)CSc1nc2nc(C)c(Cc3ccccc3)c(C)n2n1 the results were ARNT TACC3 PPI -1, PAX8 inh HTS 4, PglD DTNB -5, PGC1a acetyl inh -19, GSIS activator 9, LGR2 inh 0, C2C12 statin -4 and Cneo AK release -2.
For COc1cccc(N2C(=O)CC(NNc3nc4ccccc4s3)C2=O)c1 (stereo not drawn) the results were ARNT TACC3 PPI 0, PAX8 inh HTS 17, PglD DTNB 2, PGC1a acetyl inh -2, GSIS activator -1, LGR2 inh -16 and Cneo AK release -5.
CC1(Br)C2CCCC1C2S(=O)(=O)c1ccccc1 (stereo not drawn) was read as ARNT TACC3 PPI -4, PAX8 inh HTS -6, GSIS activator 39 and LGR2 inh 10.
For COc1ccc(NC(=O)N(C)C[C@H]2Oc3cc(-c4ccncc4)ccc3S(=O)(=O)N([C@H](C)CO)C[C@@H]2C)cc1 the results were ARNT TACC3 PPI -3, PglD DTNB 0, PGC1a acetyl inh 13, GSIS activator 5, LGR2 inh 2, C2C12 statin 27 and Cneo AK release 0.
`O=C(NC(Cc1ccccc1)C(=O)O)/C(=C/c1ccc([N+](=O)[O-])cc1)NC(=O)c1ccccc1` (stereo not drawn) gave ARNT TACC3 PPI -21, PAX8 inh HTS 11, PglD DTNB 3, GSIS activator 10, LGR2 inh 1, C2C12 statin -1 and Cneo AK release -5.
For CC(C)CCSc1nnc(Cn2c(=O)sc3ccccc32)n1C the results were ARNT TACC3 PPI -4, PAX8 inh HTS -9, PglD DTNB 3, GSIS activator -10, LGR2 inh 17, C2C12 statin 6 and Cneo AK release -4.
Screening C[C@H](CO)N1C[C@H](C)[C@H](CN(C)CC2CCCCC2)Oc2ccc(NC(=O)CCCN(C)C)cc2CC1=O returned ARNT TACC3 PPI 2, PAX8 inh HTS -5, PglD DTNB 3, PGC1a acetyl inh -7, GSIS activator 6, LGR2 inh 11, C2C12 statin 1 and Cneo AK release -3.
Screening O=S(=O)(c1cc(Cl)ccc1Cl)n1ccnc1 returned ARNT TACC3 PPI 2, PAX8 inh HTS 9, PGC1a acetyl inh 4, GSIS activator 1 and LGR2 inh -1.

Retrieved by structure from the list above (3):
For O=C(Cc1cccs1)Nc1cccc(-c2nnc(-c3ccco3)o2)c1 the results were ARNT TACC3 PPI 2, PAX8 inh HTS -20, PglD DTNB 6, PGC1a acetyl inh -11, GSIS activator -5, LGR2 inh -35, C2C12 statin -1 and Cneo AK release 0.
CC(OC(=O)/C=C/c1ccc2ccccc2n1)C(=O)N(C)c1ccccc1 (stereo not drawn) was read as ARNT TACC3 PPI 12, PAX8 inh HTS -3, PglD DTNB 3, PGC1a acetyl inh 5, GSIS activator 4, LGR2 inh -6, C2C12 statin -31 and Cneo AK release 3.
`Nc1nonc1-c1nc2ccccc2n1CC(=O)N/N=C\c1ccc(-c2ccc(Cl)cc2)o1` gave ARNT TACC3 PPI -2, PglD DTNB -4, PGC1a acetyl inh 3, C2C12 statin 16 and Cneo AK release 0.
